PV pol inh – poliovirus RdRp elongation inhibitors, primary screen, biochemical, fluorescence polarization, total intensity; poliovirus polymerase elongation; hits give low values; % elongation, % (compound at 16.7 µg/mL); 150,000 tested, 0.66% active; Genome polyprotein (Poliovirus type 1 (strain Mahoney)), P03300; in the data active = % elongation below about 90%; also: some results filed as inactive read as strong as hits
Target sequence (P03300 1749-2209 limits assumed): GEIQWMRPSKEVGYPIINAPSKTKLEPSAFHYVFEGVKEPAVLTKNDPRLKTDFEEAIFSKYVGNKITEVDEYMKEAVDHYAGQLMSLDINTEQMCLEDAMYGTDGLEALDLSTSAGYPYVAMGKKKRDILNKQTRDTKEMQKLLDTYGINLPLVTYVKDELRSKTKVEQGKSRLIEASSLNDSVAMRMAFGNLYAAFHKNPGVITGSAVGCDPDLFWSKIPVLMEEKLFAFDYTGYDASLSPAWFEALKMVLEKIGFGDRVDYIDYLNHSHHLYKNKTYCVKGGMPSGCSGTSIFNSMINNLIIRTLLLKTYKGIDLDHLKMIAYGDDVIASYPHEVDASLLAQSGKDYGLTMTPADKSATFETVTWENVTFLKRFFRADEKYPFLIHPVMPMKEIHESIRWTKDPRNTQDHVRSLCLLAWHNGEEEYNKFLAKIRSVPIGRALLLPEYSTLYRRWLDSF
PV pol inh FP z-score – also measured in PV pol inh; calls as there; z-score; measured here: FP z-score; hits read low
The depositor's hits bear a star. This is a subset. The share of hits here may be higher or lower than overall.

smiles	PV pol inh	PV pol inh FP z-score
Cc1ccc(NC2=C(c3ccc(C(F)(F)F)cc3)C(=O)c3ccccc32)cc1F	100	-1.5
CC(OC(=O)c1ccc(Oc2ccccc2)cc1)C(N)=O (configuration not stated)	104	0.2
COc1ccc(CNC(=O)C(=O)NCC(c2ccc3c(c2)OCO3)N2CCOCC2)cc1 (configuration not stated)	105	-0.4
CCOc1ncccc1C(=O)Oc1ccc2c(c1)OCO2	101	-0.3
COCc1cc(=O)[nH]c(/N=C(\NC(=O)c2ccc(C)cc2)Nc2cccc(Cl)c2)n1	103	0.3
Cc1onc(-c2c(Cl)cccc2Cl)c1NC(=O)Nc1ccc(Cl)cc1	101	-0.1
Cc1cc2c(c(=O)o1)C(C(C)C)C(C#N)=C(N)O2 (configuration not stated)	104	0.7
CC(=O)Oc1cc2c(C(=O)N3CCOCC3)c(C)oc2c2ccccc12	103	0.2
COc1ccc(NCc2cn[nH]c2-c2ccccc2)c(OC)c1	99	-1.8
CSC1=NC2(CCCCC2)NC2=C1CCCC2	109	0.7

Going on with the list.
smiles	PV pol inh	PV pol inh FP z-score
Cc1ccc(N2CCN(C(=O)C3CCC(CNS(=O)(=O)c4ccc(Br)s4)CC3)CC2C)cc1 (configuration not stated)	102	-1.9
COc1ccc(-c2oc3ncn4nc(-c5ccccc5O)nc4c3c2-c2ccc(OC)cc2)cc1	107	0.5
Cc1ccc(S(=O)(=O)N2CCCc3cc(NS(=O)(=O)c4ccc(F)cc4)ccc32)cc1	111	0.8
CCCC(=O)n1nc(-c2cccnc2)nc1NCc1ccccc1	104	-0.6
CC(C)c1ccc(NC(=O)c2cc3c(=O)[nH]c4ccccc4c3n2C)cc1	104	0
COC(=N)c1nccnc1SCc1ccc(F)cc1	101	-0.4
Cc1cc(C(=O)NCC2COc3ccccc3O2)no1 (configuration not stated)	105	0.3
COc1ccc(OCC(=O)Nc2ccc3c(c2)N(C)C(=O)c2ccccc2S3)cc1	101	-0.8
COc1ccccc1N1CCN(CCCNC(=O)c2cnn(-c3ccccc3Cl)c2C2CCN(C(=O)OC(C)(C)C)CC2)CC1	102	-0.7
CC1CCCCN1C(=S)NCc1ccco1 (configuration not stated)	104	0.1

Following part
smiles	PV pol inh	PV pol inh FP z-score
Cc1nc2ccccc2c(=O)n1NC(=O)c1ccccc1	101	-0.2
CCCc1n[nH]c(=O)c2c1nnn2Cc1ccccc1	100	-1.1
O=C(NCCc1ccc(Cl)cc1)c1ccc2c(c1)N(Cc1c(F)cccc1Cl)C(=O)CS2	108	1
O=c1c(C=NC2CC2)c(O)n(C2CCCCC2)c(=O)n1C1CCCCC1	99	-0.5
OCCOCCNc1ncnc2sc(-c3ccccc3)cc12	99	-0.7
COc1ccc(Cn2c(CCC(=O)Nc3cc(C)cc(C)c3)nc3cccnc32)cc1	103	-0.2
Cc1ccc(S(=O)(=O)c2c(F)c(F)c(S(=O)(=O)c3ccc(C)cc3)c(F)c2F)cc1	104	0.7
O=C(N/N=C/c1c(-c2ccccc2)nc2sccn12)c1ccc2ccccc2n1	105	0.4
Cc1ccc(Cn2c(CCCNC=O)nc3ccccc32)cc1	106	2.2
CCOC(=O)c1noc2nc(C)n(CC(=O)Nc3ccc(OC)c(Cl)c3)c(=O)c12	110	0.7

(more compounds)
smiles	PV pol inh	PV pol inh FP z-score
COc1ccc(NC(=O)CSCc2ccccc2)cn1	92	-0.8
COC(=O)c1cnc(NN2C(=O)CCC2=O)nc1C(F)(F)F	107	0.5
COc1cccc(NC(=O)c2ccccc2Cl)c1	101	-0.2
CCOc1ccccc1NC(=O)c1ccc2c(c1)CCN2S(C)(=O)=O	107	0.3
COc1ccccc1-c1nc(-c2ccc(C(F)(F)F)cc2)no1	101	-0.6
CCOC(=O)C(C#N)C(=O)c1ccc(N)cc1 (configuration not stated)	80*	-2.3*
CCCc1nc(SCc2cc(=O)c3ccc(C)c(C)c3[nH]2)n[nH]1	108	0.4
COCC(C)n1c(SCc2ccc(C(=O)OC)o2)nc2ccccc2c1=O (configuration not stated)	104	0.1
Nc1nc(Cl)cc(N2CCOCC2)n1	104	1.4
COC(=O)c1ccc(S(=O)(=O)N2CCCN(c3nccc(C(F)(F)F)n3)CC2)n1C	104	0.6

(listing goes on)
smiles	PV pol inh	PV pol inh FP z-score
COc1ccc(Br)cc1CSCCC#N	100	-0.6
Cn1c(C(=O)N2CCC(C(=O)N3CCN(c4ccccc4)CC3)CC2)cc2sccc21	107	0.1
CCOC(=O)c1ccccc1NC(=O)COC	99	-0.5
CCOc1ccc(OCC)c(NC(=O)C(NS(=O)(=O)c2cccs2)c2ccccc2)c1 (configuration not stated)	105	0.3
Cc1onc(-c2ccccc2)c1C(=O)Nc1sccc1C#N	112	1.4
COc1ccc(N2CCN(C(=O)C3CCN(S(=O)(=O)c4cccs4)CC3)CC2)cc1	102	-0.3
O=S(=O)(c1ccc(F)cc1)N(Cc1nc(-c2ccccc2)no1)C1CCCCC1	104	-0.6
Cc1ccc(C2CCN(C(=O)Nc3ccc(Cl)cc3)C2)cc1 (configuration not stated)	103	-0.5
O=C(CSc1nnc(-c2ccc(Cl)cc2)o1)N1CCCC1c1ccc2c(c1)OCCCO2 (configuration not stated)	102	-0.2
C=CCN=C(SCc1ccccc1)N1CCCC1	101	-0.1

The list goes on.
smiles	PV pol inh	PV pol inh FP z-score
CC1CCCN(C(=O)c2cc3c(Cl)nc4ccccc4c3s2)C1 (configuration not stated)	104	0.1
COc1ccccc1-c1nnc(-c2cccs2)o1	98	-0.2
O=C(COc1ccccc1F)Nc1ccc(C(=O)OCc2cc(=O)n3nc(C4CC4)sc3n2)cc1	108	0.4
O=c1cc(CSc2nnc(COc3ccc(Cl)cc3)n2Cc2ccco2)nc2ccc(Br)cn12	105	0.1
CN(C)c1cccc(C(=O)Oc2ccccc2Cl)c1	96	-0.7
CCCN(CCC)Cc1c(C(=O)N/N=C/c2ccoc2)nnn1-c1nonc1N	104	0.5
Cc1noc(C)c1COC(=O)c1cccc(S(=O)(=O)N2CCCCC2)c1	102	0
FC(F)Oc1ccc(-c2cn3c(n2)sc2ccccc23)cc1	107	0.4
CCN(CC)S(=O)(=O)c1ccc2c(c1)N(CC(=O)N1CCN(c3cccc(Cl)c3)CC1)C(=O)CO2	101	-0.8
Cc1c(C(=O)N2CCC(C)CC2)c(S(=O)(=O)Nc2cccc(C(F)(F)F)c2)c(C)n1C	113	1.5

The list continues:
smiles	PV pol inh	PV pol inh FP z-score
O/N=C/c1ccccc1Br	101	-0.1
CCn1cc(C(=O)O)c(=O)c2cc(F)c(NN3C(=O)CSC3c3ccccc3Cl)cc21 (configuration not stated)	123	2
Cc1ccc2nc(Nc3cccc(Cl)c3C)c(-n3nc(C)cc3C)nc2c1	110	1.2
Cc1ccc(CNC(=O)C2CCN(S(=O)(=O)N3CCCCC3)CC2)cc1	111	0
CC(C)COC(=O)Cn1nnc2sc(-c3ccccc3)cc2c1=O	105	-0.4
O=C(CN(c1ccc(Cl)c(C(F)(F)F)c1)S(=O)(=O)c1ccccc1)N1CCc2ccccc2C1	110	0.6
CCc1ccc(NC(=O)Cn2cc(S(=O)(=O)c3ccc(F)cc3)c(=O)c3cc(OC)ccc32)cc1	109	0.4
CCOC(=O)N1CCC(=NNc2nc3ccccc3[nH]2)CC1	107	0.5
Cc1ccc(C(=O)/C=C2/CC(c3ccccc3)NCCN2)c(O)c1 (configuration not stated)	104	0.1
O=C(NCc1ccco1)c1nc(-c2cccc(F)c2)n2c1CCCCC2	102	0.4

The list continues.
smiles	PV pol inh	PV pol inh FP z-score
COc1ccc(CN(C)C(=O)c2cnc(OC)cc2C(F)(F)F)c(OC)c1	102	-0.3
Cc1cc(C)c(S(=O)(=O)Nc2ccc(-c3ccc(N4CCC(C)CC4)nn3)cc2)cc1C	106	0
CCCN(C(=O)c1cc(S(=O)(=O)N2CCc3ccccc32)cn1C)c1ccc(OCC)cc1	101	-1.1
CCc1cccc(NC(=O)CCS(=O)(=O)c2cc(Br)cc3c2N(C(C)=O)CC3)c1	107	0.8
COc1cccc(NC(=O)CSc2nnc3scc(-c4ccccc4)n23)c1	103	0.2
O=S(=O)(N=S(N1CCOCC1)N1CCOCC1)c1ccccc1	99	-1
O=C(/C=C/c1cccs1)Nc1ccccc1N1CCCCC1	101	-0.3
COC(CN(Cc1nc(N)nc(Nc2ccc(C)cc2)n1)Cc1nc(N)nc(Nc2ccc(C)cc2)n1)OC	107	0.6
CCN(Cc1ccccc1)C(=O)CN1C(=O)CSc2ccc(S(=O)(=O)N(CC)CC)cc21	106	0.4
CCOC(=O)c1sc(NC=O)c(C(=O)OCC)c1C	102	-0.4

Later entries.
smiles	PV pol inh	PV pol inh FP z-score
Cc1ccc(S(=O)(=O)c2c(O)cc(C)c(NS(=O)(=O)c3ccc(Br)cc3)c2C)cc1	98	-1.4
O=S(Cc1ccccc1)c1ccccc1 (configuration not stated)	101	0
Cc1cc(SCC(=O)NC(C)(C#N)C(C)C)nc2ccccc12 (configuration not stated)	105	0.3
CC(NCc1ccccc1O)c1ccccc1 (configuration not stated)	102	0
Cc1ccc(S(=O)(=O)NC(=O)N2CCC(C)CC2)cc1	97	-2.1
O=C(COC(=O)Cc1cccc(C(F)(F)F)c1)Nc1ccc2[nH]c(=O)[nH]c2c1	109	1
CC1=C(C#N)C(=O)N(C)C(=O)/C1=C/c1ccc(-c2ccc(Cl)cc2)o1	100	-0.2
NC(=S)N/N=C/c1c(Sc2ccc(Cl)cc2)nc2sccn12	101	-0.1
Cc1ccc(CNC(=O)Cn2c(=O)n(Cc3ccccc3)c(=O)c3sc4ccccc4c32)cc1	105	0.4
COCCn1c(SCC(=O)OC2CCCCC2)nnc1-c1ccco1	104	0.7

Continued:
smiles	PV pol inh	PV pol inh FP z-score
S=C(c1c[nH]c2ccccc12)N1CCCCC1	105	1.8
NC(=O)NC1(C(F)(F)F)Oc2ccccc2O1	105	0.2
CCc1nc2ccc(C(=O)NCc3ccc(N(C)C)cc3)cc2nc1CC	97	-1.5
COc1ccc(-c2cc(C(=O)Oc3cccc(C)c3)c3cc(C)ccc3n2)cc1	108	0.4
O=C(NCCCN1CCN(Cc2ccccc2)CC1)c1nnc(Cc2ccc(F)cc2)o1	100	-0.8
Cc1cc2oc(=O)cc(CN(C)C3CCS(=O)(=O)C3)c2cc1C(C)C (configuration not stated)	103	0
CC1=C(C(=O)Nc2ccc(F)cc2)C(c2ccc(N3CCOCC3)cc2)C2=C(CCCC2=O)N1 (configuration not stated)	101	0.2
COc1ccc(NC(=O)Cn2c(=O)n(CCc3ccccc3)c(=O)c3c4c(sc32)CCCC4)cc1	106	0.1
C(=N\n1c(-c2ccco2)csc1=Nc1cccnc1)/c1ccccn1	103	0.3
CCN(CC)c1ccc(/C=C2\CCc3ccccc3C2=O)cc1	76	-3.3

(next part)
smiles	PV pol inh	PV pol inh FP z-score
O=C(COC(=O)c1cncc(Br)c1)Nc1ccc(N2CCCCC2)cc1	107	0.5
COCCn1cnnc1SCC(=O)Nc1ccc(N2CCCCC2)cc1	108	0.7
CCOC(=O)c1cccc(NC(=O)Cn2c(=O)nc(-c3ccccc3)c3ccccc32)c1	99	-1.1
Cc1cc(-n2c(C)cc(/C=C/C(=O)O)c2C)no1	103	0
COc1ccc(F)cc1C(O)CSCc1ccccc1 (configuration not stated)	104	0.3
CCN(c1ccc2oc3ccccc3c2c1)S(=O)(=O)c1ccccc1C#N	102	-0.1
COc1cccc(/C=C2\SC(=S)N(C(Cc3ccccc3)C(=O)O)C2=O)c1 (configuration not stated)	102	0.1
O=C(NCC1CCN(Cc2ccccc2Cl)CC1)c1cc2ccc3cccnc3c2[nH]1	114	1
Cc1ccc(CNC(=S)NCCCn2nccc2C)cc1	101	0.3
CCCCn1c(O)c(N=NC(=O)COc2ccccc2C)c2cc(OC)ccc21	99	-0.2
COc1ccc(C(=O)OCC(=O)C(C)(C)C)c(OC)c1OC	102	-0.2

Source: PubChem BioAssay (ICCB-Longwood Screening Facility, Harvard Medical School)
